High-throughput results (PubChem)
Xi reactivation = activators of inactive X chromosome reactivation, primary screen, imaging, XiGFP fibroblasts, GFP high-content imaging, set 2; XiGFP mouse fibroblasts, % GFP-positive cells imaging, 3 d; cells co-treated with 5-aza-dC sensitizer; scaled so ellipticine positive control = 100%; activation, % at 7.58 µM; 360,000 compounds, 0.055% hits; AID 743238, 2013;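 active means mean normalized replicate activation at least 10% and every replicate at or above 10%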;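 further: 0% = median of on-plate neutral control wells and 100% = ellipticine 6 µM median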
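assay system = SV40-immortalized XiGFP fibroblast cells, line 68-5-11 | buffer or medium = DMEM plus 5-aza-dC sensitizer | doses = single-point pinned compound dosing | times = 3-day compound exposure, then 15 min fixation at room temperature | benchmarks = positive control ellipticine, 6 µM final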
Statin myotox sup = suppressors of statin myotoxicity in C2C12 myotubes, primary screen, cell-based, single point, plate reader | rescue of ATP level, % at 7.49 µM | AID 602340, 2012 | 330,000 compounds, 0.78% hits | C2C12 myotubes + simvastatin, ATP luminescence, 48 h; scaled: DMSO 0, geranylgeraniol control 100;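 active means mean ATP rescue above about 67%, or every replicate alone reaching that limit, limit read from the data, passing the limit was not always enough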;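 further: myotubes were challenged with 10 µM simvastatin during compound exposure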
LGR2 antag = inhibitors of bursicon-induced LGR2 CRE-luciferase signal, primary screen, cell-based, HEK293, CRE-luciferase reporter, bursicon stimulation; bursicon-stimulated, 4 h; inhibition, % at 9.99 µM; 380,000 compounds, 0.35% hits; Drosophila bursicon receptor LGR2 (rickets);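 active means drop in luminescence signal, shown as inhibition above about 50% in the replicate tests, limit read from the data, passing the limit was not always enough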;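 further: agonist challenge used bursicon conditioned medium at about half maximal strength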
S100A4 inh HTS = inhibitors of S100A4-myosin IIA peptide binding, primary screen, biochemical, fluorescence polarization, TAMRA-MyoIIA peptide | Protein S100-A4 (Homo sapiens), P26447 | inhibition, % at 10.7 µM | 360,000 compounds, 0.14% hits | AID 652163, 2013;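 active means mean inhibition of at least 70% across replicates, with every replicate also reaching that level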
Target sequence (P26447 whole entry, looked up): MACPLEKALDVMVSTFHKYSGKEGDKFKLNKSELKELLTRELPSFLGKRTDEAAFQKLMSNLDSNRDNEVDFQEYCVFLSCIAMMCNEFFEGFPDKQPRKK
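incubation = readout 5 min after mixing, signal stable up to 60 min | system = S100A4 monomer protein | buffer or medium = HEPES pH 7.2 with CaCl2, KCl, NaCl, DTT, Triton | benchmarks = neutral control DMSO, positive control TFP | also added = fluorescent myosin IIA peptide, 5 nM | compound dosing = one concentration per compound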
SIRT5 inh = SIRT5 desuccinylase inhibitors, primary screen, biochemical, fluorescence imaging, single point, set 5; NAD-dependent protein deacylase sirtuin-5, mitochondrial (Homo sapiens), Q9NXA8; Purified SirT5, succinyl-peptide AMC, trypsin-coupled fluorescence; inhibition, % at 15 µM; 330,000 compounds, 1.1% hits; AID 652115, 2013; in the data active means inhibition above about 15%
Target sequence (Q9NXA8 whole entry, looked up): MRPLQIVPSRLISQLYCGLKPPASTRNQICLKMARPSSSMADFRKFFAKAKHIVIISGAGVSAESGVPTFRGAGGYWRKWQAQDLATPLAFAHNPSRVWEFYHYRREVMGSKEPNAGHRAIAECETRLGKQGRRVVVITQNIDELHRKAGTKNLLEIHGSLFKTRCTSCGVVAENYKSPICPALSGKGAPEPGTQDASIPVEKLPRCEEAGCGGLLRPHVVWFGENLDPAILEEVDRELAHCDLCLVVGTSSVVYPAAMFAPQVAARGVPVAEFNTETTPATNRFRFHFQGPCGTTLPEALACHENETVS
ERAP1 inh = human ERAP1 aminopeptidase inhibitors, primary screen, biochemical, single point, plate reader; AID 652197, 2013; 340,000 compounds, 0.15% hits; Endoplasmic reticulum aminopeptidase 1 (Homo sapiens), Q9NZ08; recombinant ERAP1, Leu-AMC fluorescence, 60 min; inhibition, % at 10.7 µM;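 active means mean replicate inhibition of at least 30%, or all replicates individually reaching that 30% level; inactive means mean below 30% and not every replicate reaching it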;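 further: 0% = neutral control wells and 100% = L-leucinethiol positive control wells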
PGC1a acetyl inh = inhibitors of PGC1a acetylation signal, primary screen, cell-based, U2OS, AlphaScreen, inhibitor mode; AlphaScreen anti-acetyl-lysine; with virally co-expressed GCN5 acetyltransferase; inhibition, % at 15.6 µM; 350,000 compounds, 0.17% hits;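 active means every replicate shows inhibition of at least 40%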;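 further: 0% = neutral control wells and 100% = positive control wells; some results beyond the cut were filed as inactive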
Cneo AK release = Cryptococcus neoformans cell lysis inducers, primary screen, AK release luminescence, single concentration; C. neoformans lysis, adenylate kinase release luminescence, 4 h; normalised: neutral wells 0, clomiphene wells 100; 360,000 compounds, 0.2% hits; lysis activity, % at 15 µM;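 active means mean lysis activity across replicates of at least 80%, whatever share of replicates individually reach that level; inactive means mean lysis activity below 80%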
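Material – log-phase Cryptococcus neoformans yeast cells · Input – 5 × 10^6 yeast cells/mL · Medium – fresh YPD growth medium · Doses – single compound concentration per well · Timing – static 4 h at 37 °C with compound, 1 h detection · Detection – adenylate kinase release luminescence · Read-out – signal increase indicating cell lysis · Control set – Clomiphene as positive lysis control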
An asterisk follows results filed as active; . = not tested or not shown; & = joins results of further samples. Only part of the results is shown (hit frequency here may not be typical).

The line under a structure holds: ERAP1 inh, LGR2 antag, Statin myotox sup, PGC1a acetyl inh, S100A4 inh HTS, Xi reactivation, Cneo AK release, SIRT5 inh
> C#Cc1ccc([C@@H]2C=C(C(=O)OCC=C)O[C@H](OCc3ccc(CO)cc3)C2)cc1
→ 3, -10, 3, -2, -6, -0.1, 1, -5
> COc1ccc(NC(=O)Nc2ccc3c(c2)C(=O)N([C@@H](C)CO)C[C@@H](C)[C@@H](CN(C)C(=O)Cc2ccccc2)OCCCC[C@H](C)O3)cc1
→ 1, 9, ., 27, -27, 0.2, 0, 8
> Cc1ccc(C)c(OCC(=O)Nc2ccc(S(=O)(=O)Nc3ncccn3)cc2)c1
→ -1, 4, 22, 2, -5, 0.0, 2, -2
> COc1ccc(C2CC(=O)N(C)c3ccccc3S2)cc1OC (stereo not drawn)
→ 2, -57, 4, -12, -1, 0.0, ., -7
> CCc1ccc(N(CC(=O)NC(C)(C)C)C(=O)CNC(=O)c2cccs2)cc1
→ -2, -4, 23, ., 0, 0.3, 5, 8
> N#C[C@H]1[C@@H](c2ccccc2)[C@H](CO)N1C(=O)Nc1cccc(F)c1
→ 1, -5, 5, 2, 2, 0.0, -4, .
> O=C(CN1CCOCC1)N[C@@H]1CC[C@@H](CCn2cc(C3CCCC3)nn2)O[C@@H]1CO
→ 3, -10, ., -1, -5, 0.0, ., -7
> O=C(c1ccco1)N1CCN(S(=O)(=O)c2ccc(Oc3ccccc3)cc2)CC1
→ 2, 10, -33, -38, -1, ., 1, 0
> NC(=O)c1ncn([C@@H]2O[C@H](CNCc3cccc(OC4CCCC4)c3)[C@@H](O)[C@H]2O)n1
→ -1, 17, -3, 7, -12, -0.1, 5, -4
> CN(C)CCNc1c2c(nc3ccccc13)CCC2
→ -5, -1, -3, 1, 1, 0.1, -2, -1
> Cc1cc(C)n(C(=O)CNC(=O)c2cccs2)n1
→ 2, -4, ., 5, 3, ., -2, 23*
> Cc1ccccc1-c1ccc(C2[C@@H]3CN(C(=O)C4CCCC4)C[C@H]2N3)cc1 (stereo partly drawn)
→ 2&4, -5&-8, ., -7&-13, 11&-1, 0.1&0.0, ., 4&-3
> Cc1ccc(OCC(=O)NNC(=O)CSc2ncnc3sc(C)c(C)c23)cc1
→ 4, 10, ., -1, 3, 0.0, ., 1
> Cc1ccc(C(=O)NCC(=O)Nc2ccccc2C)o1
→ -2, 16, 1, 5, 2, 0.2, 3, -6
> CCS(=O)(=O)Nc1ccc2c(c1)C(=O)N(C)C[C@H](OC)[C@@H](C)CN(C(=O)C1CCC1)[C@H](C)CO2
→ -2, 5, -2, -10, 4, -0.2, -11, 4
> CO[C@H]1CN(C)C(=O)c2cc(NC(C)=O)ccc2OC[C@H](C)NC[C@H]1C
→ ., -8, -13, 6, ., 0.1, ., .
> CC(C)Oc1ccc(S(=O)(=O)N2CCOCC2)cc1NC(=O)c1cccc(S(=O)(=O)N2CCCC2)c1
→ -5, -10, 5, ., -9, -0.1, 2, -3
> O=C(NCCN1C(=O)S/C(=C\c2ccc(Cl)cc2Cl)C1=O)C1=COCCO1
→ -1, -25, -1, ., -4, 0.3, 0, 0
> O=C(CC(C(=O)O)P(=O)(c1ccccc1)c1ccccc1)c1ccc(Br)cc1 (stereo not drawn)
→ 5, -8, 12, 4, 1, 0.1, 1, 1
> Nn1c(SCC(=O)N2CCCC2)nnc1-c1cccs1
→ 1, -10, 4, 3, -1, 1.0, 0, .
> CN(Cc1nc(-c2cnccn2)no1)Cc1n[nH]c2c1CCCCC2
→ 2, 2, 12, 2, -1, -0.2, ., 2
> COCCNC(=O)C[C@H]1CC[C@@H](NC(=O)NC2CCCCC2)[C@H](CO)O1
→ 2, -5, -2, 9, 27, -0.1, -4, -5
> COc1ccc(S(=O)(=O)N2CCOCC2)cc1NC(=O)COC(=O)c1[nH]c(C)c(C(C)=O)c1C
→ -3, -16, -3, -30, 1, -0.2, 0, 17*
> CO[C@@H]1CN(C)C(=O)c2ccc(NC(=O)C3CCC3)cc2OC[C@H](C)N(Cc2cccnc2)C[C@H]1C
→ -1, 7, 4, ., -4, 0.2, -3, -1
> C[C@@H]1CCCCO[C@H](CN(C)S(=O)(=O)c2ccc(F)cc2)[C@H](C)CN([C@@H](C)CO)C(=O)c2cc(NC(=O)CCCN(C)C)ccc2O1
→ 1, 7, ., 6, 7, 0.2, -10, -4
> O=C(N=C1SC2CS(=O)(=O)CC2N1c1c(Cl)cccc1Cl)C1CC1 (stereo not drawn)
→ 2, -9, 0, 8, -1, 0.2, -1, -6
> O=C(COc1ccc2ccc(=O)oc2c1)NCCCN1CCCC1=O
→ 0, 2, 2, -9, -3, 0.0, 3, -2
> Cc1cc(N)cc(C)c1-c1c(Br)cc(N)cc1Br
→ -1, -2, -34, -14, 7, 0.1, 0, 0
> CC(C)NC(=O)N(C)C[C@H]1Oc2c(NC(=O)Nc3ccc(F)cc3)cccc2C(=O)N([C@@H](C)CO)C[C@@H]1C
→ -1, 17, -7, 0, -6, -0.4, 0, 0
> CSc1ccc(/C=C(\C(=O)O)c2ccc(S(=O)(=O)N3CCCCC3)s2)cc1
→ -10, 9, ., ., -11, 0.0, ., 7
> CC(=O)Cn1c2ccccc2n2nc(CCC(=O)O)c(=O)nc12
→ 0, 1, 2, -2, 1, 0.0, -1, -6
> CC1CCCCC1NC(=O)COC(=O)c1ccc2ncsc2c1 (stereo not drawn)
→ 3, -16, -2, 5, 0, 0.1, 2, -5
> COc1cccc(-c2cnc3c(c2)C(=O)N([C@H](C)CO)C[C@@H](C)[C@H](CN(C)Cc2cccnc2)O3)c1
→ 1, 1, -5, -3, 22, -0.4, -3, 14
> O=C(CSc1nnc(-c2ccccc2)o1)Nn1cnnc1
→ ., 7, 9, -4, ., ., -1, .
> CCOC(=O)CCc1c(C)nc2cc(-c3ccc(Cl)cc3)[nH]n2c1=O
→ 2, -23, ., -3, 0, ., 1, -1
> CCN1CCN(c2ccc(S(=O)(=O)N3CCOCC3)cc2NC(=O)C(C)Oc2ccc(Cl)cc2)CC1 (stereo not drawn)
→ 2, -16, ., ., 1, 0.0, ., -2
> COCC(=O)N1CCCCN2[C@H](C1)[C@@H](c1ccc(-c3ccc(C)cc3)cc1)[C@@H]2CO
→ ., -24, 13, 0, ., 0.1, 0, .
> COCC(=O)Nc1ccc2c(c1)C(=O)N(C)[C@@H]1CC[C@H](CC(=O)NCC(F)(F)F)O[C@H]1CO2
→ 1, 22, 4, 0, 11, 0.4, 5, 1
> O=S(=O)(c1ccccc1)N1CCN(C/C=C/c2ccccc2)CC1
→ 1, 0, -1, -3, -6, 0.0, 10, -2
> CCOc1ccc(S(=O)(=O)NCc2ccccc2Cl)cc1C(N)=O
→ -1, 3, ., 7, 13, -0.1, ., -2
> CC1CCN(c2ccc(NC(=O)Cc3ccccc3)cc2)CC1
→ 5, 4, ., -11, -26, 0.7, ., 3
> Cc1c(C(=O)O)c(=S)sn1CCOc1ccccc1
→ ., -2, -12, -3, ., ., -5, .
> Cc1cc(C)cc(NC(=S)NCc2cccs2)c1
→ 0, ., ., -15, 1, 0.3, -1, -2
> O=C(Cc1ccc(Cl)cc1)c1ccc(O)cc1
→ -2, -69, ., 11, 4, 0.1, ., 0
> C[C@H](CO)N1C[C@H](C)[C@H](CN(C)Cc2cccnc2)Oc2cc(-c3ccccc3)ccc2S1(=O)=O
→ 0, -11, -5, 8, 1, -0.1, 0, 5
> COc1ccc(/C=C2\SC(=N)N(c3nccs3)C2=O)cc1OC
→ 1, -16, ., ., 1, 0.4, ., 3
> CCCC#Cc1ccc([C@H]2[C@@H](CO)N3CCCCN(S(=O)(=O)Cc4ccccc4)C[C@H]23)cc1
→ -2, -1, -10, -14, -8, 0.0, 16, 37*
> CN(Cc1ccccc1)C(=O)COC(=O)CCN1C(=O)C2CC=CCC2C1=O (stereo not drawn)
→ 1, -9, 22, ., -8, -0.1, 0, -5
> O=C(CNC(=O)N1CC(=O)Nc2ccccc21)NCc1ccccc1
→ 1, 10, -31, -2, -5, 0.2, 0, -2
> CN1C(=O)c2cc(NC(=O)c3ccc(F)cc3)ccc2OC[C@H]2O[C@H](CC(=O)O)CC[C@@H]21
→ 2, 9, -9, 4, 1, 0.0, -14, 2
> COc1cc2c(cc1C=O)OC(C)C2 (stereo not drawn)
→ ., -4, 5, ., 7, 0.0, ., .
> CN(C)S(=O)(=O)c1ccc(N=Cc2c(C(F)(F)F)[nH]n(C)c2=O)cc1
→ 2, -18, -1, ., -5, 0.0, -1, 2
> CC1=C(C(=O)N(C)C)CC(CC(=O)NCCCN(C)C)C(=O)N1CCCN1CCCC1=O (stereo not drawn)
→ -2, -11, -3, 8, -1, -0.1, 2, -2
> C[C@@H]1CCCCO[C@@H](CN(C)C(=O)Nc2ccccc2)[C@H](C)CN([C@H](C)CO)C(=O)c2cc(NC(=O)Nc3ccccc3)ccc2O1
→ 0, -12, ., -4, -9, 0.2, 9, 14
> O=C(CSc1ccc(-c2ccco2)nn1)Nc1ccc(F)cc1
→ 2, -6, 1, ., 1, 0.1, 5, -7
> Cn1nc(-c2ccc(Cl)cc2)c2cc(C(=O)NC3CC3)sc21
→ ., -29, -15, -10, -2, 0.1, 1, .

Record cards (already shown).
`Cc1c(C(=O)O)c(=S)sn1CCOc1ccccc1` in the list: ERAP1 inh: .; LGR2 antag: -2; Statin myotox sup: -12; PGC1a acetyl inh: -3; S100A4 inh HTS: .; Xi reactivation: .; Cneo AK release: -5; SIRT5 inh: .
`CN1C(=O)c2cc(NC(=O)c3ccc(F)cc3)ccc2OC[C@H]2O[C@H](CC(=O)O)CC[C@@H]21` in the list: ERAP1 inh: 2; LGR2 antag: 9; Statin myotox sup: -9; PGC1a acetyl inh: 4; S100A4 inh HTS: 1; Xi reactivation: 0.0; Cneo AK release: -14; SIRT5 inh: 2
